Screening data as filed in PubChem BioAssay.
Pol eta inh – qHTS for Inhibitors of Polymerase Eta. AID 588591, 2011. 390,000 tested, 1.2% active. Potency, µM (doses to about 114 µM), without a hit: at the top dose activity change, negative = inhibition, most hits filed as inhibitors. recombinant Pol eta, fluorescent DNA replication assay; further: on the % scale 0 is the no-effect control and ±100 the full control effect
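Fluorescent replication assay: 50 nM final substrate added after a 15 min room-temperature compound preincubation with 10 nM enzyme. Signal taken at 0 min and again at 10 min.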
BLM helicase inh – qHTS Assay for Inhibitors of Bloom's syndrome helicase (BLM); RecQ-like DNA helicase BLM (Homo sapiens), P54132; recombinant BLM DNA unwinding, fluorescence dequenching; Potency, µM (highest dose often 56.1 µM), inactives show top-dose activity change, negative = inhibition, hits mostly inhibitors; 350,000 tested, 0.2% active; AID 2528, 2010;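 further: plate controls were vehicle for no effect and no enzyme for full effect; nearly all actives have a fitted effect of over 35% in size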
APE1 inh – qHTS Assay for Inhibitors of the Human Apurinic/apyrimidinic Endonuclease 1 (APE1); DNA repair nuclease/redox regulator APEX1 (Homo sapiens), P27695; Potency, µM (top dose mostly 65.8 µM), for inactives: top-dose activity change, negative = inhibition, usual class: inhibitors; recombinant APE1, TAMRA/BHQ-2 abasic DNA cleavage fluorescence; 350,000 tested, 0.35% active;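 further: plate controls were vehicle for no effect and reference inhibitor for full effect; nearly all actives have a fitted effect of over 55% in size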
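Step 1: APE1 (0.75 nM) with compound, 15 min RT. Step 2: add 50 nM fluorophore/quencher THF duplex. Step 3: three fluorescence reads 60 s apart (525/598 nm); read 3 minus read 1 = reaction progress.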
JMJD2A Tudor – qHTS Assay for Inhibitors of JMJD2A-Tudor Domain; Lysine-specific demethylase 4A (Homo sapiens), O75164; AlphaScreen JMJD2A-Tudor / H3K4me3 peptide binding; Potency, µM (top dose mostly 114 µM), for inactives: at the highest dose activity change, negative = inhibition, actives largely listed as inhibitors; 390,000 tested, 4.4% active; AID 504339, 2011; further: on the % scale 0 is the no-effect control and ±100 the full control effect; nearly all actives have a fitted effect of over 50% in size
BAZ2B block – qHTS Assay for Inhibitors of BAZ2B | Bromodomain adjacent to zinc finger domain protein 2B (Homo sapiens), Q9UIF8 | AlphaScreen BAZ2B-H3K14Ac peptide displacement | Potency, µM (top dose mostly 114 µM), for the others: at the highest dose activity change, negative = inhibition, actives largely listed as inhibitors | 360,000 tested, 4.4% active | AID 504333, 2011; further: on the % scale 0 is the no-effect control and ±100 the full control effect; nearly all actives have a fitted effect of over 60% in size
Target sequence (Q9UIF8 whole entry, looked up, the tested form may be a part): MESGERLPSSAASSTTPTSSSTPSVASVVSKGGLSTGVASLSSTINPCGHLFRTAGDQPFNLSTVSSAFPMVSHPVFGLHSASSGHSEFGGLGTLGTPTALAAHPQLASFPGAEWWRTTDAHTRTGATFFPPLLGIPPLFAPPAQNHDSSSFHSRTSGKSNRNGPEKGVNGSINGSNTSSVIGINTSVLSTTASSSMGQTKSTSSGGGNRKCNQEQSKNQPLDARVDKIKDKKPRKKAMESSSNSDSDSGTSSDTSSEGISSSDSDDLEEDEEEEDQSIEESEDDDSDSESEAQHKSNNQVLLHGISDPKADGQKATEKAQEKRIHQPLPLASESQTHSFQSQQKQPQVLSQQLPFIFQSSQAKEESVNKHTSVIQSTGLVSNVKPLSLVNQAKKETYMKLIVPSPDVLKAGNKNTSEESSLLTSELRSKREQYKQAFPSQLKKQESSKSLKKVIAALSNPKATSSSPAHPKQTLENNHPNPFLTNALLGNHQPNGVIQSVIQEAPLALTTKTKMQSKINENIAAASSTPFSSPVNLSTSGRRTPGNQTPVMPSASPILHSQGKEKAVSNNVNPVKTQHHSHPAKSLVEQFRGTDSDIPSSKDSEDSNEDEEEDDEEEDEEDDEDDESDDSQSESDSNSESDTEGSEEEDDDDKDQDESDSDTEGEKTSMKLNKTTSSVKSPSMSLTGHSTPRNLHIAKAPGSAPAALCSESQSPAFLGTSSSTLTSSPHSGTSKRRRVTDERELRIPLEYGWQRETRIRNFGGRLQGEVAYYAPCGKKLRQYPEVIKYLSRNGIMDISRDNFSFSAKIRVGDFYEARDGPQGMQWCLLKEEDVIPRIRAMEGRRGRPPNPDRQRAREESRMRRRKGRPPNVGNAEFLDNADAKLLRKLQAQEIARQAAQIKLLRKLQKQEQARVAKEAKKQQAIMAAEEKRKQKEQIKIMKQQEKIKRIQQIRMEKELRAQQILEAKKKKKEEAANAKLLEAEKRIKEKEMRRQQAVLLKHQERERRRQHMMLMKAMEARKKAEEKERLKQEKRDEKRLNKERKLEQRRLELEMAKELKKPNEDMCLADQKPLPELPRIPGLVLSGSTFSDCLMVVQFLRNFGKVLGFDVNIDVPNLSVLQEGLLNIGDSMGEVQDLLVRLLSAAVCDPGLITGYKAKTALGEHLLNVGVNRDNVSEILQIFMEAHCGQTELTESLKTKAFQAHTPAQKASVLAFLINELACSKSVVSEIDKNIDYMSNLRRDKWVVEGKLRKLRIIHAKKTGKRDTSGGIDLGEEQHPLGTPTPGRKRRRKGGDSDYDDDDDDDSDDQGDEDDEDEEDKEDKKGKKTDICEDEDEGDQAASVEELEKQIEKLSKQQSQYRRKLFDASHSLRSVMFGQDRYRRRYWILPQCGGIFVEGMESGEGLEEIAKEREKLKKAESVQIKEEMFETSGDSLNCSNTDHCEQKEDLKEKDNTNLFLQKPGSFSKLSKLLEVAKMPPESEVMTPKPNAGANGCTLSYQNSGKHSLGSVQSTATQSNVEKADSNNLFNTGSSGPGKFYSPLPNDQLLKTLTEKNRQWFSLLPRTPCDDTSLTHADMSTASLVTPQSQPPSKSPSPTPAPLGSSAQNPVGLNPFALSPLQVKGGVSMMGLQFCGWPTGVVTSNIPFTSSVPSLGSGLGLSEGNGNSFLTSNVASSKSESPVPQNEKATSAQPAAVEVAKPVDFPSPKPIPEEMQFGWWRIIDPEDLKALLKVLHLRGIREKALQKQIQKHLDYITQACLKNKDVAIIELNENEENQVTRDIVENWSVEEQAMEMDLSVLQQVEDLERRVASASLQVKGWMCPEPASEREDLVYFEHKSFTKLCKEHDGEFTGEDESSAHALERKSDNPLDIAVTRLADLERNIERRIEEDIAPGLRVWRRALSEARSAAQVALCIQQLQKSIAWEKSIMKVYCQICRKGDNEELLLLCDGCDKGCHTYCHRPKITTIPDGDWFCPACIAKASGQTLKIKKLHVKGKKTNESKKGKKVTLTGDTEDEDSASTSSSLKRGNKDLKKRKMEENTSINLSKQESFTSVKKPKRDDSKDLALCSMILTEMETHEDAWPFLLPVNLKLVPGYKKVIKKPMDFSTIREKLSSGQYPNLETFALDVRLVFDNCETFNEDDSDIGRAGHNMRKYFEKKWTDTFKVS
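Complex of BAZ2B and biotin-H3K14Ac (50 nM apiece) forms over 30 min at RT, then faces library compounds up to 110 uM for another 30 min; AlphaScreen beads added, 20 min dark incubation, luminescence read.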
POLK inh – qHTS for Inhibitors of Polymerase Kappa; purified Pol kappa, fluorescent DNA synthesis assay, 10 min; AID 588579, 2011; 400,000 tested, 0.53% active; Potency, µM (titrated, usually from 107 µM), for inactives: at the top dose activity, negative = inhibition, actives largely listed as inhibitors; further: on the % scale 0 is the no-effect control and ±100 the full control effect
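Enzyme at 10 nM met test compounds for 15 min at room temperature. Substrate addition (50 nM final) began the reaction, which was monitored by fluorescence at 0 and 10 min.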
Pol iota inh – qHTS for Inhibitors of Polymerase Iota. DNA polymerase iota (Homo sapiens), Q9UNA4. Pol iota fluorescent replication assay, 10 min. Potency, µM (titrated, usually from 115 µM), without a hit: top-dose activity, negative = inhibition, actives largely listed as inhibitors. 390,000 tested, 1% active
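Fluorescent replication assay read twice, at 0 min and 10 min after adding 50 nM (final) substrate. Enzyme (10 nM) and compounds were first incubated 15 min at room temperature; enzyme-free buffer wells were negative controls.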
G9a block – qHTS Assay for Inhibitors of Histone Lysine Methyltransferase G9a. Histone-lysine N-methyltransferase EHMT2 (Homo sapiens), Q96KQ7. G9a H3K9 monomethylation, AlphaScreen, 2 h. Potency, µM (highest dose often 102 µM), without a hit: at the top dose activity, negative = inhibition, most hits filed as inhibitors. 350,000 tested, 8.8% active. AID 504332, 2011; further: on the % scale 0 is the no-effect control and ±100 the full control effect; nearly all actives have a fitted effect of over 75% in size
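G9a (20 nM) was preincubated 15 min with compound, then reacted 2 h at room temperature with 500 nM biotin-H3K9 peptide and 20 µM SAM. Monomethyl-H3K9 detected by AlphaScreen using anti-H3K9me1 antibody.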
Pol beta inh – qHTS Assay for Inhibitors of DNA Polymerase Beta; Pol beta primer extension/strand displacement, fluorescence kinetic; P06746; AID 485314, 2010; Potency, µM (top dose mostly 114 µM), for the others: top-dose activity change, negative = inhibition, actives largely listed as inhibitors; 340,000 tested, 1.3% active; further: on the % scale 0 is the no-effect control and ±100 the full control effect
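Values derive from four-parameter Hill fits of normalized kinetic data: reads at 0 and 10 min following addition of 50 nM substrate to 10 nM Pol beta preincubated 15 min with compound.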
* marks the source's active call; other numbers are inactive results; ? = inconclusive; . = no result given; [ ] = remark or other dose. The call rests on the fitted dose curve; in most records, active means well fitted curve in the direction sought with a large enough effect; inconclusive means small, poorly fitted or top-dose-only effect, or another doubt; inactive means no such curve, though single readings can be large; an effect the other way counts as inactive or inconclusive. Potency means the concentration at half of the fitted maximal effect.

SMILES | Pol eta inh | BLM helicase inh | APE1 inh | JMJD2A Tudor | BAZ2B block | POLK inh | Pol iota inh | G9a block | Pol beta inh
Cc1ccc2nsnc2c1NC(=O)c1cccc([N+](=O)[O-])c1 | . | 5.8% | 7.1% | . | 9.1% | . | . | -9.9% | 1.9%
Cc1cccc2cc(CN(CCCO)C(=O)Nc3cccc(Cl)c3)c(=O)[nH]c12 | -4.2% | -0.5% | 1.8% | -23.5% | -5.4% | -18.8% | -0.1% | -47.1% | 0.9%
O=C(CN1C(=O)c2ccccc2S1(=O)=O)N1CCc2ccccc21 | 8.5% | 1.0% | -7.6% | -13.6% | 38.6% | -8.8% | 5.3% | ? | 82.6%
COc1nc(SC)nc(Cl)c1Cc1ccc(OC(C)C)cc1 | -11.6% | -6.7% | 3.7% | 106.9%[activator] | 82.3%[activator] | -4.0% | -19.9% | 87.9%[activator][59 µM] | -1.7%
O=C(NNc1nc2ccccc2s1)c1ccccc1F | -12.0% | -1.3% | 1.9% | -22.9% | ? | 6.2% | 9.8% | 5.5% | 44.9%
O=C(N/N=C/c1ccccc1O)/C(=C/c1ccccc1)CCO | -9.2% | -12.9% | 0.4% | -21.2% | 0.5% | 0.4% | 36.6%[activator] | -3.8% | -1.6%
CCOC(=O)[C@H]1[C@H]2COc3ccc(C)cc3[C@@H]2N2C(=O)c3cc(C)ccc3NC(=O)[C@@]12C | -14.1% | . | -4.0% | -35.4% | . | -9.8% | ? | . | .
O=C(O)C1=C[C@H](c2cccs2)C[C@H](OCCCCO)O1 | 12.9% | -4.9% | 0.1% | ? | 79.4µM* | -26.6% | 27.0% | -46.1%[12.7 µM] | -25.8%
CCc1ccc(OCc2cnc(Cl)s2)cc1 | -18.4% | -3.1% | 13.4% | 127.5%[activator] | 46.4%[activator] | -11.4% | 1.4% | 119.0%[activator] | 27.2%
Cc1c(Cl)ccc2sc(N3CCN(C(=O)CCS(=O)(=O)c4ccc(F)cc4)CC3)nc12 | -7.8% | -3.3% | . | -12.0% | -6.9% | -11.5%[60.1 µM] | -2.9% | 1.5%[59 µM] | -3.0%
CCOc1cc(/C=C2\CN(CC)C/C(=C\c3ccc(O)c(OCC)c3)C2=O)ccc1O | -1.9% | -4.0% | -10.0% | 56.2µM* | 50.1µM* | -6.2% | ? | 28.2µM* | -9.0%
CC/C=C/C(=O)N1CC2(CC(c3cccc(NC(=O)c4ccccc4)c3)=NO2)C[C@@H]1C(N)=O (stereo not given in full) | 4.6% | 1.7% | -2.5% | -16.2% | 10.3% | -2.9% | -0.4% | 31.0%[12.7 µM] | 29.6%

A few values from the results shown.
Entry for `CCc1ccc(OCc2cnc(Cl)s2)cc1` under Pol iota inh: 1.4%
Entry for `CC/C=C/C(=O)N1CC2(CC(c3cccc(NC(=O)c4ccccc4)c3)=NO2)C[C@@H]1C(N)=O` (stereo not given in full) under Pol beta inh: 29.6%

New compounds follow.
SMILES | Pol eta inh | BLM helicase inh | APE1 inh | JMJD2A Tudor | BAZ2B block | POLK inh | Pol iota inh | G9a block | Pol beta inh
CC(C)NC(=O)CSCc1c(Cl)cccc1Cl | -16.8% | 0.3% | -4.9% | -9.0% | -6.3% | -6.5% | 4.9% | 40.4%[activator][59 µM] | ?
O=S1(=O)N[C@H](c2ccccc2)C[C@H](c2ccc(C(F)(F)F)cc2)O1 | -15.9% | -4.7% | -13.2% | -5.0% | 2.8% | -10.9% | -23.2% | -9.5% | 0.2%
C=CCN1N=C(/C=C/c2ccc(OC)cc2)CCC1=O | -14.1% | -8.6% | 36.2%[activator] | -21.2% | 0.3% | -1.2% | 27.7% | 38.0%[activator] | -19.4%
O=C(COC(=O)c1cc(=O)[nH]c2ccccc12)NCc1cccc(Cl)c1 | -7.2% | . | -7.4% | -3.6% | 0.7% | 1.1% | 0.9% | 2.0%[12.7 µM] | .
CS(=O)(=O)N(Cc1ccccc1)c1ccccn1 | -4.3% | -0.2% | -4.4% | -12.2% | 31.0% | -9.3% | 36.5%[activator] | 5.6%[59 µM] | -11.4%
CCCN(CCC)C(=O)Cn1c(=O)n(CCCCCC(=O)NCc2ccc3c(c2)OCO3)c(=O)c2sccc21 | -9.1% | -8.3% | . | -11.9% | 2.3% | -21.8% | -11.0% | 1.6%[59 µM] | ?
Cc1ccc2nc(/N=C(\N)NC(=O)N3c4ccccc4Sc4ccccc43)nc(C)c2c1 | -19.6% | -1.2% | -5.6% | -26.4% | -32.8% | -12.0% | 14.9% | 50.1µM* | 25.9%
COc1ccc(C(=O)NNc2ncnc3c2cnn3-c2cccc(Cl)c2)cc1OC | 0.1% | -9.0% | . | -28.1% | 0.9% | -4.2%[60.1 µM] | 14.1% | 16.4%[59 µM] | 1.7%
CC(C)(C)OC(=O)N[C@@H](/C=C/c1ccccc1)C(=O)OC(C)(C)C | -16.6% | . | -18.9% | 5.6% | -1.9% | -19.1% | 12.4% | 1.7%[0.501 µM] | .
CC(=O)Nc1ccc(S(=O)(=O)N2CCN(CC(O)COc3ccc4ccccc4c3)CC2)cc1 (stereo not given) | -17.8% | -5.7% | -4.5% | -31.0% | -34.8% | -5.9% | -16.1%[58.9 µM] | -3.0%[59 µM] | -20.6%
O=C(N/N=C/c1ccc(Br)s1)c1ccccc1[N+](=O)[O-] | -12.8% | -4.3% | 25.6% | -34.6% | -35.2% | 2.2% | -9.8% | -3.9%[0.501 µM] | 24.7%
Cc1ccc(/C=N/NC(=O)c2ccncc2)cc1 | -15.9% | 1.5% | -5.3% | -12.3% | 6.6% | 10.2% | 44.4%[activator] | . | 31.3%
COc1cccc(-c2nnn(CC(=O)N3CCCCC3)n2)c1 | -6.3% | 1.7% | 9.1% | -6.2% | 1.2% | 2.7% | 30.6%[activator] | 15.6%[59 µM] | 37.8%[activator]
Nc1ccccc1C(=O)N1CCCC1 | -21.6% | -10.6% | 6.9% | 12.0% | -1.5% | -0.8% | 98.7%[activator] | -17.9% | 1.9%
O=C(CN(Cc1ccc(Br)cc1)S(=O)(=O)c1ccccc1)NCC1CCCO1 (stereo not given) | 1.5% | -1.5% | 37.1% | -2.7% | -13.2% | -13.2% | 13.5% | 44.2%[activator] | 18.0%
COc1ccc(C(=O)C(C)[n+]2ccc(C)c3ccccc32)cc1[N+](=O)[O-] (stereo not given) | 4.1% | -4.6% | -8.5% | -13.4% | 0.3% | -17.2% | -7.3% | . | 44.5%
CCCCCCCC(=O)N1CCN(c2cc3c(cc2F)c(=O)c(C(=O)O)cn3CC)CC1 | -4.3% | -0.4% | 18.1% | -4.3% | -0.4% | -1.4% | -14.8% | 2.3% | 18.4%
C/C(=N/NC(=O)CNC(=O)c1cccs1)c1ccc(Cl)cc1 | 1.5% | -1.6% | -8.0% | -8.3% | -14.3% | -11.9% | -18.2% | 49.6% | 23.7%
CCOc1ccc(N2CC(NC(=O)c3ccc4ccccc4c3)CC2=O)cc1 (stereo not given) | -12.4% | . | -0.4% | -6.1% | 6.7% | -11.3% | 7.3% | -20.6% | .
Cc1ccc(NC(=O)CSC2=NN3CCCC(=O)N=C3S2)cc1Cl | -10.4% | -9.4% | 21.0% | -17.5% | 1.7% | -23.2% | ? | 37.3% | -7.5%
CN(CCOc1ccccc1)CC(=O)Nc1ccc(Br)cc1F | -12.9% | -7.8% | -19.6% | 62.9%[activator] | 78.9%[activator] | -1.4% | 25.5% | 180.7%[activator] | 6.8%
COc1ccc(S(=O)(=O)N2CCCCCC2)cc1C(=O)N(C)CC(=O)Nc1ccc(F)cc1 | 5.0% | . | -15.5% | -10.2% | 12.5% | -6.8% | ? | -4.0% | .
Cc1ccccc1NC(=O)c1ccc2[nH]c(C)c(C)c2c1 | -10.3% | -1.0% | . | -35.4% | -32.6% | -10.2% | 10.8% | -7.5%[59 µM] | -15.5%
CN=c1sc(C(=O)Nc2ccccc2)c(C)n1C | -21.0% | 1.4% | 14.6% | 4.4%[57.1 µM] | 16.8% | -5.9% | 109.5%[activator] | -33.0% | 0.7%
Cc1cc(Cl)c(S(=O)(=O)NCc2ccccc2)cc1OCC(N)=O | -3.1% | -1.6% | 2.0% | 17.5% | 6.7% | 0.7% | 42.5%[activator] | 8.6% | 7.9%
CCCN(C(=O)C1CCN(S(=O)(=O)c2ccc(OC)c(OC)c2)CC1)C1CCS(=O)(=O)C1 (stereo not given) | -16.6% | . | -0.5% | -16.6% | -4.7% | -20.1% | 19.7% | ? | .
O=C(CN1c2cccc3cccc(c23)S1(=O)=O)Nc1ccccc1F | 1.7% | -6.3% | 12.1% | -22.1% | 11.9% | -19.5% | 130.0%[activator] | 13.8% | 9.6%
CCOc1ccc(OCC(=O)NCc2n[nH]c(=O)c3ccccc23)cc1 | -13.6% | . | 22.8% | -14.9% | 1.6% | -3.4% | -11.5% | 7.1% | .
CCOC(=O)C1=C(C)NC2=C(C(=O)C(C(=O)OC)C(C)C2)C1c1ccc(OC)c(O)c1 (stereo not given) | -11.8% | -0.1% | 0.9% | 38.9%[activator] | 5.4% | -12.0% | 9.0% | 16.9%[0.0925 µM] | 20.0%
CC(=O)Nc1ccc(S(=O)(=O)NC2(C(F)(F)F)C(=O)Nc3c2c(=O)[nH]c(=O)n3C)cc1 (stereo not given) | -1.9% | -3.6% | 14.3% | -19.2% | 4.2% | -6.3% | ? | -42.8%[59 µM] | 25.4%
CC(=O)N(/N=C1\Sc2ccccc2C1=O)c1cccc(C)c1 | 20µM* | ? | 4.6% | -34.5% | 39.8µM* | 0.7% | ? | ? | -1.8%

2 compounds drawn at random from the list so far:
SMILES | Pol eta inh | BLM helicase inh | APE1 inh | JMJD2A Tudor | BAZ2B block | POLK inh | Pol iota inh | G9a block | Pol beta inh
O=C(CN1c2cccc3cccc(c23)S1(=O)=O)Nc1ccccc1F | 1.7% | -6.3% | 12.1% | -22.1% | 11.9% | -19.5% | 130.0%[activator] | 13.8% | 9.6%
Cc1cc(Cl)c(S(=O)(=O)NCc2ccccc2)cc1OCC(N)=O | -3.1% | -1.6% | 2.0% | 17.5% | 6.7% | 0.7% | 42.5%[activator] | 8.6% | 7.9%

These rows are one share of the data, so the mix of outcomes need not match the whole.
